PhoP GFP inhibition = Inhibition of PhoP regulon, Salmonella typhi GFP reporter cells, confirmation, 4 h (AID 1850); Salmonella Typhi PhoP-promoter GFP reporter, fluorescence, 4 h; higher % means a stronger effect; inhibition, % at 50 µM; hits with a dose series show IC50 in µM; 310,000 compounds, 0.33% hits; in the data active means a potency from the dose series;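 further: 0% = induced wells with vehicle and 100% = uninduced wells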
influenza NS1A = NS1A inhibition, H1N1 influenza, cell based functional assay (AID 504329); NS1A functional cell-based assay, percent inhibition; higher % means a stronger effect; inhibition, % at 12.5 µM, or IC50 in µM where a hit was titrated; 340,000 compounds, 0.3% hits; in the data active means a potency from the dose series; further: strong numbers were not always called active
VEEV TC-83 Vero = inhibitors of VEEV TC-83 cytopathic effect, confirmation, Vero cells (AID 588727); Vero cells, VEEV TC-83 cytopathic effect inhibition; higher % means a stronger effect; one-dose inhibition, % at 20 µM; IC50 in µM for titrated hits; 350,000 compounds, 0.13% hits; in the data active means a potency from the dose series; further: strong numbers were not always called active
tuberculosis growth = growth inhibition of non-replicating M. tuberculosis (AID 488890) | Mycobacterium tuberculosis non-replicating, growth inhibition; higher % means a stronger effect | one-dose inhibition, % at 25 µM; IC50 in µM for titrated hits | 320,000 compounds, 0.39% hits; in the data active means a potency from the dose series;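 further: plate controls were DMSO cells for no effect and high antibiotic wells for full effect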
H37Rv inhibition = M. tuberculosis growth inhibition, HTS (AID 449762) | M. tuberculosis H37Rv growth inhibition, 7H9 media; higher % means a stronger effect | one-dose inhibition, % at 25 µM; IC50 in µM for titrated hits | 330,000 compounds, 0.59% hits; in the data active means a potency from the dose series;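 further: bacterial growth assessed after seven days of incubation; strong numbers were not always called active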
* = called active by the depositor.

Preview (3 entries):
How did COC(=O)c1ccc(Cn2c(CN3CCOCC3)nc3ccccc3c2=O)o1 do in these assays?
PhoP GFP inhibition: -4%; influenza NS1A: 6%; VEEV TC-83 Vero: 0.0%; tuberculosis growth: 13%; H37Rv inhibition: 2%

How did Cc1cccc(-n2c(SCC(=O)N3CCCC3)nnc2-c2ccccn2)c1C do in these assays?
PhoP GFP inhibition: 11%; influenza NS1A: 4%; VEEV TC-83 Vero: inactive; tuberculosis growth: 10%; H37Rv inhibition: -6%

Results for CCCCNC(C)Cc1ccccc1 (centres undefined) ?
influenza NS1A: -3%; VEEV TC-83 Vero: 0.5%; tuberculosis growth: 4%; H37Rv inhibition: -2%

The listing, from the start:
How did COC(=O)c1ccc(Cn2c(CN3CCOCC3)nc3ccccc3c2=O)o1 do in these assays?
PhoP GFP inhibition: -4%; influenza NS1A: 6%; VEEV TC-83 Vero: 0.0%; tuberculosis growth: 13%; H37Rv inhibition: 2%

How did Cc1cccc(-n2c(SCC(=O)N3CCCC3)nnc2-c2ccccn2)c1C do in these assays?
PhoP GFP inhibition: 11%; influenza NS1A: 4%; VEEV TC-83 Vero: inactive; tuberculosis growth: 10%; H37Rv inhibition: -6%

Results for CCCCNC(C)Cc1ccccc1 (centres undefined) ?
influenza NS1A: -3%; VEEV TC-83 Vero: 0.5%; tuberculosis growth: 4%; H37Rv inhibition: -2%

How did COc1ccccc1-n1cc(-c2ccc([N+](=O)[O-])cc2)[nH]c1=S do in these assays?
PhoP GFP inhibition: -20%; influenza NS1A: -13%; VEEV TC-83 Vero: 0.2%; tuberculosis growth: -13%; H37Rv inhibition: -1%

Results for CCn1cc(C(=O)N2CC(C)CC(C)C2)c(=O)c2cc(S(=O)(=O)N(C)C)ccc21 (centres undefined) ?
PhoP GFP inhibition: 1%; influenza NS1A: 15%; VEEV TC-83 Vero: 0.2%; tuberculosis growth: -4%; H37Rv inhibition: -9%

How did Cn1c(N)c(C(=O)CSc2nnc(C3CC3)n2-c2ccccc2)c(=O)[nH]c1=O do in these assays?
influenza NS1A: 6%; VEEV TC-83 Vero: inactive; tuberculosis growth: 11%; H37Rv inhibition: 5%

How did COc1ccc(OCc2cc(C(=O)NCC(C)(C)N3CCOCC3)no2)c(Cl)c1 do in these assays?
PhoP GFP inhibition: 7%; influenza NS1A: -8%; VEEV TC-83 Vero: 2.4%; tuberculosis growth: 7%; H37Rv inhibition: 1%

Results for Cc1ccc2cc(C(c3nnnn3CC3CCCO3)N3CCCC4(CCCCC4)C3)c(=O)[nH]c2c1 (centres undefined) ?
influenza NS1A: 27%; VEEV TC-83 Vero: 2.0%

How did CCOC(=O)C1OC2(CCCC2)OC1C(=O)OCC (centres undefined) do in these assays?
influenza NS1A: 3%; VEEV TC-83 Vero: 1.3%

Results for CC1(C)Cc2c(sc3ncn(N)c(=N)c23)CO1 ?
PhoP GFP inhibition: 10%; influenza NS1A: 5%; VEEV TC-83 Vero: 3.5%; tuberculosis growth: -5%; H37Rv inhibition: -9%

A draw from above in order of molecular weight, highest first.
How did COc1ccc(OCc2cc(C(=O)NCC(C)(C)N3CCOCC3)no2)c(Cl)c1 do in these assays?
PhoP GFP inhibition: 7%; influenza NS1A: -8%; VEEV TC-83 Vero: 2.4%; tuberculosis growth: 7%; H37Rv inhibition: 1%

How did Cn1c(N)c(C(=O)CSc2nnc(C3CC3)n2-c2ccccc2)c(=O)[nH]c1=O do in these assays?
influenza NS1A: 6%; VEEV TC-83 Vero: inactive; tuberculosis growth: 11%; H37Rv inhibition: 5%

How did Cc1cccc(-n2c(SCC(=O)N3CCCC3)nnc2-c2ccccn2)c1C do in these assays?
PhoP GFP inhibition: 11%; influenza NS1A: 4%; VEEV TC-83 Vero: inactive; tuberculosis growth: 10%; H37Rv inhibition: -6%

Results for CC1(C)Cc2c(sc3ncn(N)c(=N)c23)CO1 ?
PhoP GFP inhibition: 10%; influenza NS1A: 5%; VEEV TC-83 Vero: 3.5%; tuberculosis growth: -5%; H37Rv inhibition: -9%

Carrying on.
What do the screens show for `COCCN(C(=O)c1ccccc1F)c1c(N)n(Cc2ccccc2)c(=O)[nH]c1=O`?
PhoP GFP inhibition: -7%; influenza NS1A: -3%; VEEV TC-83 Vero: 4.2%; tuberculosis growth: -4%; H37Rv inhibition: -6%

How did CCc1cccc(C)c1NC(=O)C1CCN(C(=O)c2ccc([N+](=O)[O-])cc2)CC1 do in these assays?
PhoP GFP inhibition: -15%; influenza NS1A: -7%; VEEV TC-83 Vero: inactive; tuberculosis growth: 1%; H37Rv inhibition: 2%

How did COc1cccc(CNC(=O)C2CCN(S(=O)(=O)N3CCCCC3)CC2)c1 do in these assays?
PhoP GFP inhibition: 0%; influenza NS1A: -7%; VEEV TC-83 Vero: 0.7%; tuberculosis growth: -21%; H37Rv inhibition: -10%

Results for C=CCN1C(=O)C2(C(C(=O)OCC)=C(N)Oc3ccccc32)C2=C1CCCC2=O (centres undefined) ?
PhoP GFP inhibition: -3%; influenza NS1A: -6%; VEEV TC-83 Vero: inactive; tuberculosis growth: 10%; H37Rv inhibition: -1%

Results for O=C1NC(=O)/C(=C/c2ccc(OS(=O)(=O)c3ccc(F)cc3F)cc2)N1 ?
PhoP GFP inhibition: 4%; VEEV TC-83 Vero: 4.3%; tuberculosis growth: 52%; H37Rv inhibition: -5%

How did Cc1cccn2c(=O)c3cc(C(=O)N4CCOCC4)n(C)c3nc12 do in these assays?
PhoP GFP inhibition: 4%; influenza NS1A: -4%; VEEV TC-83 Vero: 3.2%; tuberculosis growth: -1%; H37Rv inhibition: -9%

What do the screens show for `CC(C)Oc1ccc(C(=O)Nc2ccc(S(=O)(=O)N3CCN(C)CC3)cc2)cc1`?
PhoP GFP inhibition: -1%; influenza NS1A: -2%; VEEV TC-83 Vero: inactive; tuberculosis growth: 59%; H37Rv inhibition: 17%

Results for CCCOC(=O)c1ccc2c(c1)C(=O)N(c1ccccc1)C2=O ?
PhoP GFP inhibition: -5%; influenza NS1A: -2%; VEEV TC-83 Vero: inactive; tuberculosis growth: 6%; H37Rv inhibition: -3%

How did Cc1ccc(N2C(=O)NC(=O)C(CCc3ccccn3)(Cc3cccc(Cl)c3Cl)C2=O)cc1 (centres undefined) do in these assays?
PhoP GFP inhibition: -16%; influenza NS1A: 24%; VEEV TC-83 Vero: 0.1%; tuberculosis growth: 29%; H37Rv inhibition: 5%

Results for O=C(CSc1nnc(CNC(=O)c2ccccc2F)o1)Nc1ccc2c(c1)OCCO2 ?
PhoP GFP inhibition: -5%; influenza NS1A: 16%; VEEV TC-83 Vero: 0.8%; tuberculosis growth: 34%; H37Rv inhibition: 62%

How did CCCc1cc(N2CCCC(C(=O)NCC)C2)n2ncnc2n1 (centres undefined) do in these assays?
PhoP GFP inhibition: 7%; influenza NS1A: -10%; VEEV TC-83 Vero: inactive; tuberculosis growth: 9%; H37Rv inhibition: -1%

How did O=S(=O)(c1ccc(NC(=S)Nc2ccc3c(c2)OCO3)cc1)N1CCOCC1 do in these assays?
PhoP GFP inhibition: -3%; influenza NS1A: -1%; VEEV TC-83 Vero: 1.0%; tuberculosis growth: 29%; H37Rv inhibition: -1%

How did O=[N+]([O-])c1ccc(-c2csc(N/N=C/c3cccnc3)n2)cc1 do in these assays?
PhoP GFP inhibition: 1%; influenza NS1A: 3%; VEEV TC-83 Vero: 1.4%; tuberculosis growth: 6%; H37Rv inhibition: 10%

What do the screens show for `Cc1ccccc1-c1nc2c(s1)CCc1onc(-c3cccc([N+](=O)[O-])c3)c1-2`?
PhoP GFP inhibition: -13%; influenza NS1A: 3%; VEEV TC-83 Vero: inactive; tuberculosis growth: 0%; H37Rv inhibition: 6%

How did CC(=O)c1ccc(OCC(O)CN2CCN(Cc3ccccc3)CC2)cc1 (centres undefined) do in these assays?
PhoP GFP inhibition: 0%; influenza NS1A: 0%; VEEV TC-83 Vero: inactive; H37Rv inhibition: -7%

Results for C/C(=N/NC(=O)CNC(=O)c1cccnc1)c1ccco1 ?
PhoP GFP inhibition: 7%; influenza NS1A: 9%; VEEV TC-83 Vero: 0.5%; tuberculosis growth: -5%; H37Rv inhibition: 6%

Results for O=C(NC(C(=O)c1ccccc1)N1CCOCC1)c1cccs1 (centres undefined) ?
PhoP GFP inhibition: -6%; influenza NS1A: -19%; VEEV TC-83 Vero: inactive; tuberculosis growth: -8%; H37Rv inhibition: 0%

How did CCOC(=O)/C=C1\SCC(=O)N1CC(=O)NCCc1ccc(F)cc1 do in these assays?
PhoP GFP inhibition: -5%; influenza NS1A: -13%; VEEV TC-83 Vero: 0.8%; tuberculosis growth: 2%; H37Rv inhibition: 2%

What do the screens show for `CCN(CC(=O)Nc1ccccc1C(F)(F)F)C(=O)CCc1nc2sc3c(c2c(=O)[nH]1)CCCC3`?
PhoP GFP inhibition: -3%; influenza NS1A: 2%; VEEV TC-83 Vero: 4.6%; tuberculosis growth: -5%; H37Rv inhibition: -8%

How did CC1CCN(CCCNC(=O)C2CCCN(c3ncnc4c3nc3n4CCCCC3)C2)CC1 (centres undefined) do in these assays?
PhoP GFP inhibition: 1%; influenza NS1A: 0%; VEEV TC-83 Vero: inactive; tuberculosis growth: -2%; H37Rv inhibition: 6%

What do the screens show for `COc1ccc(NC(=O)c2nc(C)n(-c3ccc([N+](=O)[O-])cc3)n2)cc1`?
PhoP GFP inhibition: 4%; influenza NS1A: -7%; VEEV TC-83 Vero: 0.5%; tuberculosis growth: -21%; H37Rv inhibition: -6%

Results for CN1C(CC(O)c2ccccc2)CCCC1CC(O)c1ccccc1 (centres undefined) ?
PhoP GFP inhibition: -18%; influenza NS1A: -5%; VEEV TC-83 Vero: 0.4%; tuberculosis growth: -7%; H37Rv inhibition: -5%

Results for O=C(NCc1ccco1)c1cc(-c2ccc(F)cc2)on1 ?
PhoP GFP inhibition: 3%; influenza NS1A: -1%; VEEV TC-83 Vero: 0.7%; tuberculosis growth: 55%; H37Rv inhibition: 2%

How did CC(C)OCCCNC(=O)C1CC(=O)N(C2CCCCCCC2)C1 (centres undefined) do in these assays?
PhoP GFP inhibition: -2%; influenza NS1A: 7%; VEEV TC-83 Vero: 1.3%; tuberculosis growth: 1%; H37Rv inhibition: -1%

Results for COc1cc2[nH]c(=O)n(CCC(=O)NCc3cccnc3)c(=O)c2cc1OC ?
PhoP GFP inhibition: 8%; influenza NS1A: 14%; VEEV TC-83 Vero: 6.0%; tuberculosis growth: -3%; H37Rv inhibition: -10%

How did Cc1ccc(-n2ncc(C(=O)NC3CC3)c2C2CCN(C(=O)OC(C)(C)C)CC2)cc1 do in these assays?
PhoP GFP inhibition: -4%; influenza NS1A: -7%; VEEV TC-83 Vero: 3.3%; tuberculosis growth: 16%; H37Rv inhibition: -1%

How did O=C(CSc1n[nH]c(=O)n1Cc1ccccc1)Nc1ccc(F)c(F)c1F do in these assays?
PhoP GFP inhibition: -7%; influenza NS1A: 0%; VEEV TC-83 Vero: 2.0%; tuberculosis growth: 12%; H37Rv inhibition: -1%

Results for CCCOC(=O)c1ccc(Oc2cn[nH]c2-c2ccc(O)cc2O)cc1 ?
PhoP GFP inhibition: 4%; influenza NS1A: -16%; VEEV TC-83 Vero: 3.7%; tuberculosis growth: -6%; H37Rv inhibition: 3%

How did COc1ccc(CCNC(=O)NC2CCCCC2)cc1 do in these assays?
PhoP GFP inhibition: -4%; influenza NS1A: 5%; VEEV TC-83 Vero: 0.5%; tuberculosis growth: -5%; H37Rv inhibition: -16%

What do the screens show for `CCc1ccc(OCC(=O)N/N=C(\C)c2ccccc2OC(F)F)cc1`?
PhoP GFP inhibition: 1%; influenza NS1A: -5%; VEEV TC-83 Vero: 2.6%; tuberculosis growth: 66%; H37Rv inhibition: 20%

What do the screens show for `O=C(c1ccc(Cn2c(=S)[nH]c3ccc(N4CCOCC4)cc3c2=O)cc1)N1CCC(N2CCCCC2)CC1`?
PhoP GFP inhibition: 1%; influenza NS1A: 7%; VEEV TC-83 Vero: 1.0%; tuberculosis growth: -10%; H37Rv inhibition: 4%

What do the screens show for `O=C(Nc1ccc(NC(=O)c2ccco2)c(Cl)c1)c1ccccc1`?
PhoP GFP inhibition: -22%; influenza NS1A: 1%; VEEV TC-83 Vero: 3.8%; tuberculosis growth: 6%; H37Rv inhibition: 2%

What do the screens show for `Cc1cccc(NC(=O)c2cc3ccccc3c(=O)o2)n1`?
PhoP GFP inhibition: 12%; influenza NS1A: -25%; VEEV TC-83 Vero: 6.5%; tuberculosis growth: 67%; H37Rv inhibition: 6%

Compound activity as filed in PubChem.
